Screening data deposited in PubChem BioAssay by The Scripps Research Institute Molecular Screening Center.
DAX1 inh-1: blocks DAX1 repression of SF-1 activated StAR promoter | HEK293T StAR-luciferase reporter, SF-1/DAX-1 repression relief | inhibition, % at 6.8 µM | 370,000 compounds, 1.1% hits | AID 652010;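 active = inhibition above the mean over all tested compounds plus 3 SD, cut at about 3.6% in these data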;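 also: 0% = DAX-1 cells with DMSO and 100% = cells lacking DAX-1 with DMSO; higher inhibition means more luminescence from relief of DAX-1 repression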
PLCg1 inh: inhibitors of human phospholipase C gamma1 | P19174 | purified PLC-gamma1, fluorogenic substrate, fluorescence | inhibition, % at 12.2 µM | 370,000 compounds, 0.84% hits; in the data active = inhibition above about 9.5%
ADAM10 inh: inhibits human ADAM10 | O14672 | recombinant ADAM10, EDANS/DABCYL FRET peptide cleavage, 3 h | inhibition, % at 7 µM | 370,000 compounds, 0.62% hits;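 active = inhibition above a per-campaign cutoff equal to the mean of compounds falling between control-based bounds plus 3 SD, cut at about 20% in these data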;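 also: 0% = DMSO wells while the 100% control is not disclosed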
Target sequence (O14672 214-748 limits assumed): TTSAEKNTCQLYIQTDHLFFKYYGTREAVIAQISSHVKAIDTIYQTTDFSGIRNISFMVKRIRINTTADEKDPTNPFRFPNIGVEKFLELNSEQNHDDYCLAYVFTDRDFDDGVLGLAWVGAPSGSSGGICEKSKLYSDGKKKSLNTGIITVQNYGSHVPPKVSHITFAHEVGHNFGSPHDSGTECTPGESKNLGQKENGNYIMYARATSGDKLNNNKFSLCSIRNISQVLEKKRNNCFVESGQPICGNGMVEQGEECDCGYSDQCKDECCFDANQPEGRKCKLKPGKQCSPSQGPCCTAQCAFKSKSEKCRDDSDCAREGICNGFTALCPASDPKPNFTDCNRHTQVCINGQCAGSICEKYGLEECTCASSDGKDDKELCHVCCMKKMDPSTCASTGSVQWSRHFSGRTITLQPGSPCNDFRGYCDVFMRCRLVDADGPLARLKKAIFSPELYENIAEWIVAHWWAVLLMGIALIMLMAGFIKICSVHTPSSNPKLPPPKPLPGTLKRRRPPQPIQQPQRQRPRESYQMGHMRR
GAA850 FXN act: frataxin GAA850 promoter activation; HEK293 lucGAA850 FXN promoter luciferase reporter, 24 h; percent of 10 µM SAHA response; activation, % at 6 µM; 360,000 compounds, 0.56% hits;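 active = activation above the average of all compounds screened plus 3 SD, cutoff fixed separately per campaign, cut at about 7.5% in these data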;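 also: 0% = DMSO wells and 100% = 10 µM SAHA wells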
ADAM17 inh: inhibits human ADAM17; inhibition, % at 6.95 µM; 370,000 compounds, 0.83% hits; AID 720648; P78536; recombinant ADAM17, EDANS/DABCYL FRET peptide cleavage;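 active = inhibition above the mean of compounds lying between control limits plus 3 SD, set per campaign, cut at about 8.5% in these data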;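 also: 0% = DMSO-only wells as the low control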
hcDAF-12 act: H. contortus DAF-12 activation, primary screen. activation, % at 6.8 µM. AID 652067. 370,000 compounds, 1.4% hits. HEK293 hcDAF-12 lit1-tk-luc reporter, luminescence; 0% DMSO, 100% Δ7-dafachronic acid;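 active = activation above the mean of all tested compounds plus 3 SD, cut at about 5.5% in these data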;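 also: 100% = response to 3 µM Δ7-dafachronic acid high control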
hgDAF-12 ag: agonists of H. glycines DAF-12 nuclear receptor; HEK293 GAL4-hgDAF12 UAS-luciferase reporter, agonist luminescence; normalized to butyrate control; activation, % at 6.8 µM; 370,000 compounds, 1.8% hits; AID 687014;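 active = activation above a cutoff set at the mean of all screened compounds plus 3 SD, cut at about 10% in these data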;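 also: 0% = DMSO wells and 100% = sodium butyrate wells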
sPLA2-III inh: Blocks human group III sPLA2 activity; QFRET BODIPY PC-A2 liposome hydrolysis, fluorescence; inhibition, % at 12.2 µM; AID 743126; Q9NZ20; 370,000 compounds, 0.56% hits;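 active = inhibition above mean plus 3 SD of compounds lying within the high and low control bounds, cut at about 19% in these data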;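 also: 0% = median of test compound wells and 100% = no enzyme DMSO wells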
PLC-beta3 inh: blocks human PLC-beta3 enzyme activity; Purified PLC-beta3, fluorogenic substrate, fluorescence; inhibition, % at 12.2 µM; 370,000 compounds, 0.18% hits; AID 720704; in the data active = inhibition above about 11%;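 also: 0% = median of compound wells on plate and 100% = full blocker control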
ssDAF-12 act: activators of S. stercoralis DAF-12 nuclear receptor; HEK293 ssDAF-12/GRIP1 lit1-tk-luc reporter, luminescence; % of 3 µM dafachronic acid response; 370,000 compounds, 1% hits; AID 652126; activation, % at 6.8 µM;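 active = activation above the mean over all tested compounds plus 3 SD, cut at about 0.9% in these data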;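 also: 0% = DMSO-only wells and 100% = 3 µM delta7-dafachronic acid wells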
DAX1 inh-2: inhibitors of human orphan nuclear receptor DAX1 (NR0B1). P51843. HEK293 Gal4-DAX1 luciferase reporter, luminescence. inhibition, % at 6.75 µM. 340,000 compounds, 0.99% hits. AID 504766;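 active = inhibition above the mean over all tested compounds plus 3 SD, cut at about 4.2% in these data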;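 also: 0% = DAX1-transfected cells with DMSO and 100% = empty-vector control cells with DMSO; inhibition shows as a rise in luminescence from relieved DAX1 repression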
Target sequence (P51843 207-470 limits assumed): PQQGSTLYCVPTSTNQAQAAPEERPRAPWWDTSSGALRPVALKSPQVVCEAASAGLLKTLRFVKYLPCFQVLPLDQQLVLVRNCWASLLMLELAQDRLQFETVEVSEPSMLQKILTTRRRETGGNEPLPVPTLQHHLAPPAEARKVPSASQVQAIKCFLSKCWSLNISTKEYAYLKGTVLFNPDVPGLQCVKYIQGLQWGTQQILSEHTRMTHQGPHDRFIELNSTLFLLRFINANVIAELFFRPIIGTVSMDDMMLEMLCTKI
* = called active by the depositor; i = inactive; nt = not tested or not shown.

SMILES | DAX1 inh-1 | PLCg1 inh | ADAM10 inh | GAA850 FXN act | ADAM17 inh | hcDAF-12 act | hgDAF-12 ag | sPLA2-III inh | PLC-beta3 inh | ssDAF-12 act | DAX1 inh-2
O=C(Nc1cccc(Cl)c1)c1cc(S(=O)(=O)NCCc2ccc(Cl)cc2)ccc1F | -0.4 | -1.1 | 28.9* | -0.9 | 13.1* | -3.4 | -1.1 | -24.2 | -4.1 | 0.0 | -0.3
Cc1cccc(NS(=O)(=O)c2ccc(Cl)cc2)n1 | 0.0 | -8.1 | -55.1 | -0.6 | -20.1 | -2.1 | -3.5 | -4.1 | -19.0 | -1.0 | -0.4
O=C(NC1CC1)c1ccc2nc([C@H]3C[C@H](O)[C@@H](CO)O3)[nH]c2c1 | 0.3 | 3.2 | 0.3 | -1.9 | 2.8 | 2.4 | 0.8 | 0.0 | 3.4 | -0.2 | nt
CN(c1ccc(C(=O)NCc2ccccc2)cc1)S(C)(=O)=O | -0.2 | 1.0 | 2.6 | -1.0 | 1.0 | -1.7 | -1.8 | -3.4 | 3.8 | -0.4 | -0.1
Cc1ccc(-c2nn3c(C)nnc3c3ccccc23)cc1S(=O)(=O)NCc1ccco1 | -1.4 | 0.8 | -14.5 | 4.3 | -2.9 | -0.9 | -3.6 | -0.6 | -7.5 | -0.6 | -0.4
COc1ccc(CCNc2ccc(S(N)(=O)=O)cn2)cc1 | -0.2 | -0.9 | -4.8 | -1.3 | -4.1 | 0.9 | 3.3 | -2.6 | -8.0 | -0.2 | 0.6
Cc1ccc(S(=O)(=O)N2[C@@H](c3ccc(F)cc3)C(C(=O)O)=CC[C@H]2c2cccs2)cc1 | -0.5 | -1.5 | -2.3 | 0.9 | -4.0 | -0.7 | 0.9 | -8.2 | -1.3 | -1.2 | -0.6
Cn1c(N)c(C(=O)COC(=O)C2(c3ccc(F)cc3)CCCC2)c(=O)n(C)c1=O | -0.3 | 0.4 | -10.5 | 2.4 | -6.7 | -1.7 | -0.7 | -8.8 | -1.6 | -1.1 | 0.4
O=S(=O)(c1ccc(Cl)s1)N1CCN(c2ncccn2)CC1 | 0.3 | -1.5 | -3.0 | 2.0 | -5.3 | -0.9 | 2.0 | 7.1 | -0.8 | -1.2 | 1.8
CC(C)Sc1nc2c(cnn2-c2ccc(Cl)cc2)c(=O)[nH]1 | -0.3 | -0.8 | -9.0 | 2.2 | -0.5 | -1.6 | -1.4 | 4.5 | -2.9 | -1.4 | -0.2
COc1ccc(C(=O)NCc2nnc(SCC(=O)c3ccccc3)o2)cc1 | -0.3 | 3.2 | 5.6 | -0.6 | 1.4 | -0.5 | -0.3 | -52.0 | -3.1 | -1.5 | 1.2
Cc1ccnc(N2C(=O)C3C4CC(C(Br)C4Br)C3C2=O)c1 (centres undefined) | 0.0 | 0.1 | -3.8 | 0.4 | -1.2 | -1.5 | -0.1 | -0.8 | -1.5 | -1.6 | 2.0
COc1ccc(Cc2nnc(SCC(=O)N3CCCC3)o2)cc1 | -0.5 | -1.1 | -4.0 | -0.9 | -1.9 | -1.4 | 2.3 | 3.6 | -0.7 | -1.4 | 0.1
O=C(Nc1cccc2ccccc12)NC1CCCCC1 | -0.7 | -4.0 | -7.2 | 2.1 | -1.4 | -2.1 | 0.9 | -0.6 | -2.7 | -0.8 | 0.4
COC(=O)c1cc(Cl)c(NC(=O)Cc2ccccc2)cc1OC | -0.2 | 0.8 | -3.5 | -0.6 | -2.1 | -1.0 | 1.5 | -0.6 | -9.2 | -1.9 | 0.3
c1ccc(C[n+]2cccc(-c3ccccc3)c2)cc1 | -0.3 | 0.9 | -1.0 | -0.7 | 0.7 | -2.4 | -0.4 | -0.4 | 3.8 | -0.7 | -0.1
COc1cccc(NC(=O)COc2cccc(-n3cnnn3)c2)c1 | -0.5 | 1.1 | 2.8 | -1.4 | 0.1 | -0.5 | 0.2 | -0.3 | 0.4 | -0.7 | 0.4
NS(=O)(=O)c1ccc(CCNC(=O)c2ccc3c(c2)OCO3)cc1 | -0.4 | 8.7 | -3.8 | 0.1 | -3.5 | -0.9 | 2.1 | 4.4 | 0.9 | 0.0 | 0.5
O=C(OCCOCCN=C1NS(=O)(=O)c2ccccc21)c1ccc(F)cc1 | -0.2 | 0.9 | 2.6 | 1.6 | -1.2 | -3.0 | 1.0 | -6.8 | -4.5 | -0.9 | 2.0
CCOc1ccc(OCCC(=O)NNC(=O)c2ccccc2Cl)cc1 | 0.4 | -2.5 | 4.7 | -2.0 | 0.4 | 2.2 | 1.6 | -5.4 | 1.1 | 0.0 | -0.3
CCN(CC)S(=O)(=O)N1CCC(C(=O)NC(C)CCc2ccccc2)CC1 (centres undefined) | -1.2 | -1.5 | -1.0 | 1.8 | -5.3 | -2.9 | -2.5 | 0.3 | -3.6 | -1.8 | 0.1
Cc1ccccc1-c1nc(Cc2ccc(Cl)cc2)no1 | -0.2 | 2.1 | -0.2 | 1.7 | -3.2 | -0.1 | 2.3 | 4.5 | -0.1 | -1.3 | -1.0
O=C(CCc1c[nH]c2ccccc12)NCC1CCCO1 (centres undefined) | 0.0 | -1.2 | -5.6 | -3.2 | -4.5 | 1.3 | 1.2 | -4.5 | 3.0 | -0.2 | -0.6
Cc1ccc(CNC(=O)O[C@H]2CC[C@@]34CCCN3C(=O)CCC[C@H]4[C@H]2C)cc1 | nt | 0.2 | -3.2 | nt | -2.9 | -2.5 | 1.6 | 0.2 | 5.2 | -1.5 | nt
CC1CCc2sc(C(=O)NNC(=O)c3ccncc3)cc2C1 (centres undefined) | 1.7 | -1.2 | -8.5 | 0.2 | -6.5 | 2.6 | 2.3 | -10.3 | -10.9 | -1.3 | -0.8

Given with two lines to a compound: entries from further up
Value order: DAX1 inh-1	PLCg1 inh	ADAM10 inh	GAA850 FXN act	ADAM17 inh	hcDAF-12 act	hgDAF-12 ag	sPLA2-III inh	PLC-beta3 inh	ssDAF-12 act	DAX1 inh-2
Cc1ccc(CNC(=O)O[C@H]2CC[C@@]34CCCN3C(=O)CCC[C@H]4[C@H]2C)cc1
→ nt	0.2	-3.2	nt	-2.9	-2.5	1.6	0.2	5.2	-1.5	nt
CC1CCc2sc(C(=O)NNC(=O)c3ccncc3)cc2C1 (centres undefined)
→ 1.7	-1.2	-8.5	0.2	-6.5	2.6	2.3	-10.3	-10.9	-1.3	-0.8

Back to the main list with the 2 entries that preceded the break.
SMILES | DAX1 inh-1 | PLCg1 inh | ADAM10 inh | GAA850 FXN act | ADAM17 inh | hcDAF-12 act | hgDAF-12 ag | sPLA2-III inh | PLC-beta3 inh | ssDAF-12 act | DAX1 inh-2
Cc1ccc(CNC(=O)O[C@H]2CC[C@@]34CCCN3C(=O)CCC[C@H]4[C@H]2C)cc1 | nt | 0.2 | -3.2 | nt | -2.9 | -2.5 | 1.6 | 0.2 | 5.2 | -1.5 | nt
CC1CCc2sc(C(=O)NNC(=O)c3ccncc3)cc2C1 (centres undefined) | 1.7 | -1.2 | -8.5 | 0.2 | -6.5 | 2.6 | 2.3 | -10.3 | -10.9 | -1.3 | -0.8
N#CCCN(CCCN1CCOCC1)CN1C(=O)c2ccccc2C1=O | 0.6 | 3.1 | -1.5 | -1.1 | 0.1 | -1.4 | 0.1 | 3.0 | 2.5 | -0.1 | 1.1
CC1=CC(=O)C(C(C)C)=C/C1=N/OS(=O)(=O)c1ccccc1 | -1.7 | -1.2 | 10.3 | 1.4 | -0.7 | -6.1 | -5.2 | 11.8 | -9.6 | -3.0 | -6.9
Cc1ccc(C2CC(c3cccc(C)c3)n3nc(N)nc3N2)cc1 (centres undefined) | -0.1 | -235.5 | i | -0.5 | -269.8 | -3.8 | 0.5 | 25.2* | -319.2 | -1.6 | -0.2
CCOc1cc(CNn2c(C)nnc2SCC(=O)NC(C)(C)C)ccc1OCC(=O)NC(C)(C)C | -0.6 | -0.3 | -8.8 | -0.6 | -5.9 | -1.4 | -1.3 | -0.8 | 1.8 | -1.2 | 0.0
CN1CCN(c2ccc(S(=O)(=O)N3CCCCC3)cc2NC(=O)c2ccc3ccccc3c2)CC1 | -1.1 | 0.2 | 11.7 | 2.4 | 2.3 | -4.0 | -0.5 | -32.4 | -1.6 | -1.9 | 0.5
Cc1nc(SCC(=O)N2CCOCC2)c2c3c(sc2n1)CCC3 | -1.1 | -0.1 | -2.4 | -1.3 | -3.0 | -1.9 | -0.2 | -0.6 | 1.3 | -1.1 | -0.5
COc1cccc(NC(=O)CCCN2C(=O)C3CC=CCC3C2=O)c1 (centres undefined) | 1.1 | 4.0 | -1.3 | 0.5 | -1.1 | -2.3 | -1.5 | -1.2 | -3.7 | -1.2 | 0.8
Oc1ccc(-c2csc(Nc3ccccn3)n2)cc1 | 0.9 | -0.1 | 9.2 | 3.6 | -2.6 | 4.8 | 11.4* | -7.1 | -4.5 | 0.1 | 4.7*
COc1ccccc1N1CCN(/N=C/c2cccc(Cl)c2)CC1 | 0.3 | -4.2 | -7.6 | 3.8 | -1.3 | 0.7 | 7.6 | -0.4 | -5.9 | 0.3 | 1.4
Nc1ccc(N2CCOCC2)cc1C(F)(F)F | 0.7 | -1.8 | -0.4 | 1.6 | -5.6 | -0.6 | 2.1 | 4.2 | -0.8 | -0.1 | 0.1
COC(=O)C1=C(C)NC(=O)C1(NC(=O)c1ccncc1)C(F)(F)F (centres undefined) | 0.0 | 2.0 | 10.5 | -0.3 | 2.9 | 1.1 | 1.6 | 1.6 | 1.7 | -1.0 | 2.0
COc1cccc(/C=N\NC(=O)C2=NNC(=O)C2C)c1O (centres undefined) | 0.5 | -6.2 | -0.4 | 1.9 | 0.1 | 5.3 | 2.0 | 4.5 | -6.9 | -0.3 | 1.3
CC(C)(C)C(=O)Nc1cccc(S(=O)(=O)NC2=NCCC2)c1 | 0.5 | -0.8 | -2.7 | 0.3 | 0.1 | -0.7 | 2.8 | 1.7 | -3.9 | -1.1 | 0.8
Cc1cc(=O)n2c(sc3ccccc32)c1C#N | -0.3 | -2.5 | -18.5 | 0.8 | -1.3 | -1.3 | 4.7 | 7.7 | -2.9 | -1.4 | -0.2
CCOC(=O)C1CCCN(Cc2nc(CC3CC3)no2)C1 (centres undefined) | 0.1 | 1.3 | 5.6 | -1.1 | 0.5 | -1.2 | -0.1 | 2.0 | -8.6 | -0.7 | 0.8
CCOC(=O)c1oc2ccccc2c1COC(=O)CNC(=O)c1ccccc1F | 0.1 | -0.4 | -7.5 | -0.8 | -4.7 | 0.3 | 2.1 | 3.0 | 0.3 | -1.2 | 0.9
COc1cccc(CN2CCCC(C(=O)Nc3ccc(-c4cscn4)cc3)C2)c1 (centres undefined) | -1.2 | 1.1 | -2.9 | -9.8 | -1.2 | -2.9 | -1.4 | -34.7 | 0.5 | -1.0 | 0.1
O=C(c1cc(-c2ccco2)nc2ccccc12)N(Cc1nnc(-c2ccc(Cl)cc2)o1)C1CC1 | -2.4 | i | i | 0.7 | -369.3 | -1.3 | -1.2 | 8.3 | i | -0.7 | -2.8

Rows were taken by chance, and some 6.9% of all compounds hit somewhere here.
